TNAP inh noacc – human TNAP enzyme inhibitors, primary screen, biochemical, luminescent, no phosphate acceptor, uHTS | purified TNAP, CDP-star luminescence, 30 min | 200,000 tested, 0.26% active | Alkaline phosphatase, tissue-nonspecific isozyme (Homo sapiens), P05186 | AID 1012, 2008 | inhibition, % at 20 µM;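 active = tissue-nonspecific alkaline phosphatase inhibition above about 50% at 20 µM in the single-dose screen, limit read from the data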;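 note: 0% = DMSO negative control and 100% = EDTA positive control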
Target sequence (P05186 whole entry, looked up): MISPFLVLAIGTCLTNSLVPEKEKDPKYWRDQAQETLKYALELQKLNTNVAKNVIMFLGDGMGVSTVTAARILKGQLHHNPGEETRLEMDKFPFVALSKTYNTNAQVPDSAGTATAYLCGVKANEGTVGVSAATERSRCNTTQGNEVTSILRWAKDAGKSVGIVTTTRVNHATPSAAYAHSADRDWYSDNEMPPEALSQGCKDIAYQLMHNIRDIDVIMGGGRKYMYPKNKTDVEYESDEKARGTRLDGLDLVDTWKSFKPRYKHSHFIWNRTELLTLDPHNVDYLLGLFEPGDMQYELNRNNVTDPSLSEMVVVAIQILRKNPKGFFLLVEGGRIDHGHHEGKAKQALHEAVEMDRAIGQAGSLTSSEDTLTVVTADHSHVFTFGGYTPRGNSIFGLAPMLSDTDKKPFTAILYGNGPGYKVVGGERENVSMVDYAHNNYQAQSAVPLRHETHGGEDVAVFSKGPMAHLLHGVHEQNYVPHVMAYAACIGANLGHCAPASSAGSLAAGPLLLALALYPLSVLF
RAM inhibit – inhibitors of the yeast RAM network, primary screen, dse1pr::URA3 reporter, 5-FOA selection; 190,000 tested, 1.8% active; inhibition, % at 50 µM; S. cerevisiae dse1pr::URA3 reporter, 5-FOA growth OD615, 2 d; analog-sensitive cbk1-as2 kinase mutant strain;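 active = inhibition above a set limit, 3 SD over mean compound inhibition, cut at about 8.4% in these data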;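 note: 0% = DMSO-only wells with no growth and 100% = 10 µM 1-NA-PP1 full growth; inhibition rescues growth on 5-FOA so higher OD means more RAM inhibition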
bIAP inhibitor – bovine intestinal alkaline phosphatase inhibitors, primary screen, selectivity assay for TNAP inhibitor project, biochemical, bovine IAP, CDP-star luminescence; 190,000 tested, under 10 active; purified bovine IAP, 30 min; alkaline phosphatase, intestinal [Bos taurus]; AID 1019, 2008; inhibition, % at 20 µM;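 active = over 50% inhibition of intestinal alkaline phosphatase at 20 µM in the single-dose screen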
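Assay system: bovine IAP enzyme; medium: DEA buffer 100 mM, pH 9.8, with MgCl2 1.0 mM, ZnCl2 0.02 mM; doses: 20 µM single dose; incubation: enzyme reaction for 30 min at room temperature; detection: CDP-star luminescence signal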
FLuc inh counter – firefly luciferase enzyme inhibitors, primary screen, artefact control for luciferase-based inhibitor screens, biochemical, luminescence, ATPLite; Luciferin 4-monooxygenase (Photinus pyralis), P08659; 10 min; inhibition, % at 10 µM; 200,000 tested, 1.5% active; AID 1006, 2008;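 active = inhibition above about 50% when tested at 10 µM, limit read from the data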
Target sequence (P08659 whole entry, looked up): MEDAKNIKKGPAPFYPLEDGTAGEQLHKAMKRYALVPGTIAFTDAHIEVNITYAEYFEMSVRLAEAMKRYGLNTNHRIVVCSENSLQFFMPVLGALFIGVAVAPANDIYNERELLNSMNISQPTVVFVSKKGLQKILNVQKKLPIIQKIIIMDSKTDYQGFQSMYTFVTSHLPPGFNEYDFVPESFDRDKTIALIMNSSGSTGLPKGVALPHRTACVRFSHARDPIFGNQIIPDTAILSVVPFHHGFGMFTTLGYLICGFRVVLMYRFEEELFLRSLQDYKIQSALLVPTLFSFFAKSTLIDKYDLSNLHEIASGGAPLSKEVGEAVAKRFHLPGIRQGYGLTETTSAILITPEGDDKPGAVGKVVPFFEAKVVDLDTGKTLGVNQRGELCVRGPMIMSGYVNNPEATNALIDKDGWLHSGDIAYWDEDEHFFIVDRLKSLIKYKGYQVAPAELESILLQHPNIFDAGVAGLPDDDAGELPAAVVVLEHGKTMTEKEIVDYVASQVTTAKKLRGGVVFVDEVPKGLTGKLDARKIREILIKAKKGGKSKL
TNAP inh hi DEA – human TNAP enzyme inhibitors, primary screen, biochemical, luminescent, high phosphate acceptor level, uHTS; Alkaline phosphatase, tissue-nonspecific isozyme (Homo sapiens), P05186; purified TNAP, CDP-star luminescence, 1 M DEA; inhibition, % at 20 µM; 200,000 tested, 0.03% active;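 active = over 50% inhibition of tissue-nonspecific alkaline phosphatase at 20 µM in the single-dose screen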;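 note: plate controls were DMSO wells for no effect and EDTA-quenched wells as full inhibition for full effect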
bIAP act – bovine intestinal alkaline phosphatase activators, primary screen, biochemical, bovine IAP, CDP-star luminescence; alkaline phosphatase, intestinal [Bos taurus]; purified bovine IAP, 30 min; stronger effect = higher value; fold of DMSO-control signal, blank-subtracted; activation factor at 20 µM; 200,000 tested, 0.17% active; AID 1016, 2008;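 active = activation factor of 2 or more at 20 µM, a signal rise over negative controls twice the positive control's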
L major viab – Leishmania major promastigote growth inhibition, primary screen. Leishmania major promastigotes, resazurin fluorescence viability. inhibition, % at 10 µM. 200,000 tested, 9% active; in the data active = inhibition above about 50%;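 note: promastigotes grown with compound for 44 hours at 28 °C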
FLuc stim CS – FLuc activators, initial screening, artefact control for FLuc-dependent activation tests, biochemical, ATPlite luminescence | Luciferin 4-monooxygenase (Photinus pyralis), P08659 | ATPlite luciferase biochemical, 10 min; 0 = ATP-free wells, 1 = DMSO control | activation factor at 10 µM | 200,000 tested, under 10 active;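 active = luciferase activation factor, scaled between plate controls, of at least 2 with compound at 10 µM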
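Assay system: Luciferase/luciferin detection reagent, cell-free biochemical luciferase assay / Also added: ATP substrate / Schedule: 10 min at ambient temperature / Measured by: luminescence measurement of luciferase light output / Benchmarks: low control with PBS replacing ATP, high control enzyme plus ATP without compound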
APP transl inh – inhibitors of APP translation via 5'UTR reporter, primary screen, APP 5'UTR luciferase, SH-SY5Y cells; inhibition, % at 2 µM; 190,000 tested, 0.82% active; SH-SY5Y APP 5'UTR-luciferase reporter, luminescence;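 active = inhibition above a set limit, derived from the sample mean plus 3 SD, cut at about 45% in these data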; note: values of inactives mirror those of a sister screen read the other way
TNAP act hi DEA – TNAP activators at high phosphate acceptor level, primary screen, biochemical, luminescence, uHTS; purified TNAP, CDP-star luminescence, 1 M DEA, 30 min; stronger effect = higher value; 0 = EDTA background, 1 = DMSO-only activity; Alkaline phosphatase, tissue-nonspecific isozyme (Homo sapiens), P05186; activation factor at 20 µM; 200,000 tested, under 10 active;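 active = activation factor at least 2 at 20 µM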
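Test system – human TNAP · Doses – 20 µM single point · Incubation – 30 min, room temperature · Signal – luminescent substrate turnover signal · Read-out basis – activation factor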
An asterisk follows results filed as active; / = not tested or not shown; & = joins results of further samples. Rows are unselected; overall some 13% were active at least once.

SMILES	TNAP inh noacc	RAM inhibit	bIAP inhibitor	FLuc inh counter	TNAP inh hi DEA	bIAP act	L major viab	FLuc stim CS	APP transl inh	TNAP act hi DEA
CCN(CC)c1ccc2cc(C#N)c(=O)oc2c1	-9	3.7	-10	-3	4	1.1	-4	1	-7	1
COc1ccccc1CC(=O)Nc1ccc(-c2noc(COc3ccc(Br)cc3)n2)cc1	-16	1.1	9	-2	-6	0.9	-2	1	1	1.1
Cc1nc(SCc2c(F)cccc2Cl)c2c(=O)n(C)c(=O)n(C)c2n1	-4	3.3	9	1	-1	0.9	8	1	6	1
COC(=O)CCC(=O)Nc1ccc(S(=O)(=O)N2CCCCCC2)cc1	-5	2.3	2	-4	-4	1	-4	1	4	1
CCOC(=O)C1CCN(CCC(=O)Nc2ccc(C)cc2)CC1	-10	0.5	-2	-4	-3	1	56*	1	-13	1
O=C(CCn1c(=O)c2ccccc2n(Cc2cccnc2)c1=O)NCc1ccc2c(c1)OCO2	0	-0.1	5	-6	1	0.9	-4	1.1	-14	1
COc1ccccc1N1CCN(CCCOc2ccc(F)cc2)CC1	-15	-0.7	-2	-6	-6	1	9	1.1	-3	1.1
Cc1ccc([N+](=O)[O-])cc1NC(=O)c1ccc(CSc2ccccc2)cc1	-2	5.9	2	-1	-4	1	-6	1	4	1
O=C(CCCN1C(=O)c2ccccc2C1=O)NCC1CCCO1 (stereo not given)	-11	1.1	7	-8	-4	0.9	-7	1.1	-4	1
CNC(=O)c1nnsc1S(=O)c1ccc(Cl)cc1 (stereo not given)	-11	-1.4	4	-4	-1	1	100*	1	86*	1

A draw from above in order of molecular weight, lowest first.
SMILES	TNAP inh noacc	RAM inhibit	bIAP inhibitor	FLuc inh counter	TNAP inh hi DEA	bIAP act	L major viab	FLuc stim CS	APP transl inh	TNAP act hi DEA
CCN(CC)c1ccc2cc(C#N)c(=O)oc2c1	-9	3.7	-10	-3	4	1.1	-4	1	-7	1
CCOC(=O)C1CCN(CCC(=O)Nc2ccc(C)cc2)CC1	-10	0.5	-2	-4	-3	1	56*	1	-13	1
O=C(CCn1c(=O)c2ccccc2n(Cc2cccnc2)c1=O)NCc1ccc2c(c1)OCO2	0	-0.1	5	-6	1	0.9	-4	1.1	-14	1

New compounds follow.
SMILES	TNAP inh noacc	RAM inhibit	bIAP inhibitor	FLuc inh counter	TNAP inh hi DEA	bIAP act	L major viab	FLuc stim CS	APP transl inh	TNAP act hi DEA
COc1ccccc1NC(=O)C1CCCN1C(=O)NCc1ccccc1 (stereo not given)	-14	1.8	19	-5	-2	0.8	3	1	6	1
CC(Sc1ccc2ccccc2n1)C(=O)O (stereo not given)	-8&-11	-0.1&-0.8	8&9	-3&-6	-1&-5	0.9&0.9	-3&-7	1&1.1	15&-8	1&1.1
CC1=CC(C)[C@H](/C=N/n2c(=O)[nH]c3c([nH]c4ccc(C)cc43)c2=O)C(C)C1 (stereo not given in full)	-12	2.9	/	-5	-5	0.4	41	1.1	14	1.1
CCOC(=O)c1nnsc1Nc1ccc(C)c(C)c1	-11	1.6	25	0	-2	0.8	3	1	8	1
Clc1ccc(C2=Nc3cc(Cl)ccc3OC2)cc1	-8	3.9	15	12	0	0.8	-5	0.9	-61	1
COc1c2ccoc2nc2c(OC)cccc12	-7	-0.8	5	8	-3	0.9	-2	0.9	12	1
O=C(COC(=O)c1cc(-c2cccs2)nn1-c1ccccc1)Nc1ccc(Cl)c([N+](=O)[O-])c1	-5	2.5	-3	-4	0	1	-5	1	4	1
COc1ccc(-n2cnnc2SCc2csc(-c3ccccc3)n2)cc1	-5	-1.1	4	-1	0	1	-2	1	4	1
CCCC(c1nnnn1Cc1cccs1)N1CCN(c2ccc(OC)cc2)CC1 (stereo not given)	-8	-0.1	-19	-5	-2	1.2	9	1	-28	1
COc1ccc(N=Cc2[nH]c3ccccc3c2O)cc1	-4	1.8	0	86*	5	1	7	0.1	-87	1
Cc1ccc(-c2cc(C(F)F)n3ncc(C(=O)NN4CCCCC4)c3n2)cc1	-8	0.0	4	-10	-4	1	4	1.1	-2	1
CCc1ccc(S(=O)(=O)/N=C2\C=CC(=O)c3ccccc32)cc1	5	5.6	2	-4	6	1	93*	1	35	0.9
c1ccc(OCCCn2nnc(-c3cccnc3)n2)cc1	-7	0.8	5	-5	0	0.9	3	1	8	1
O=C(CCCOc1ccccc1)Nc1nc2ccccc2[nH]1	-60	1.8	2	17	-2	1	-7	0.8	-62	1
Cc1cccc(-n2nc3c(c2NC(=O)c2ccco2)CSC3)c1C	4	1.4	-5	-5	0	1	13	1.1	-1	1
COCCOC(=O)c1c(C)oc2ccc(OC(=O)COc3c(F)c(F)c(F)c(F)c3F)cc12	-3	16*	-5	-6	1	1	-8	1.1	-5	1
O=C(CCc1ccc(O)c(O)c1)NNC(=S)NCCc1ccccc1	-15	0.9	11	-2	10	0.9	-6	1	4	0.9
COc1ccc(OCCn2nnc(-c3ccc(Cl)cc3)n2)cc1	-10	3.6	34	-2	0	0.7	-3	1	-11	1
N#Cc1cc(Oc2ccc3ccccc3c2)c(-n2nnc3ccccc32)cc1C#N	-21	3.5	25	-8	-6	0.7	52*	1.1	-11	1.1
O=C1C=C(NCCN2CCOCC2)C(=O)c2cnccc21	10	-0.3	2	1	16	1	99*	1	13	0.8

An excerpt from above with just bIAP act, RAM inhibit and APP transl inh.
| smiles | bIAP act | RAM inhibit | APP transl inh |
| --- | --- | --- | --- |
| COCCOC(=O)c1c(C)oc2ccc(OC(=O)COc3c(F)c(F)c(F)c(F)c3F)cc12 | 1 | 16* | -5 |
| O=C(CCc1ccc(O)c(O)c1)NNC(=S)NCCc1ccccc1 | 0.9 | 0.9 | 4 |
| COc1ccc(OCCn2nnc(-c3ccc(Cl)cc3)n2)cc1 | 0.7 | 3.6 | -11 |
| N#Cc1cc(Oc2ccc3ccccc3c2)c(-n2nnc3ccccc32)cc1C#N | 0.7 | 3.5 | -11 |
| O=C1C=C(NCCN2CCOCC2)C(=O)c2cnccc21 | 1 | -0.3 | 13 |

(cont.)
SMILES	TNAP inh noacc	RAM inhibit	bIAP inhibitor	FLuc inh counter	TNAP inh hi DEA	bIAP act	L major viab	FLuc stim CS	APP transl inh	TNAP act hi DEA
CCCOC(=O)c1ccc(NC(=O)c2ccc(Br)o2)cc1	-5	-0.1	2	-1	-4	1	35	1	-12	1
O=C(N/N=C/c1ccc2c(c1)OCO2)C1COc2ccccc2O1 (stereo not given)	-10	1.8	9	4	-4	0.9	27	1	-12	1
Cc1ccc(C(=O)Nc2ccc(O)cc2C(=O)O)cc1	-10	1.2	6	59*	-3	0.9	12	0.4	10	1
COC(=O)CSc1nc(C)c2c(n1)CCCC2	-9	0.4	1	-8	-7	1	-6	1.1	3	1.1
C=CCNC(=O)c1ccc(Sc2ccccc2)c([N+](=O)[O-])c1	-11	2.1	10	-4	-5	0.9	38	1	2	1
Cc1cc(SCNC(=O)c2ccccc2)nc(C(C)C)n1	-7	0.2	8	-10	-1	0.9	-5	1.1	-9	1
CCNc1ccccc(-c2ccc3ccccc3n2)c1=O	-6	-0.2	10	5	-1	0.9	1	0.9	-80	1
CC1(C)OC(=O)C(=CNc2ccc(F)cc2)C(=O)O1	-8	-0.3	0	4	-3	1	-7	1	-16	1
CCCCn1c(CCC(=O)O)nc2cc(S(=O)(=O)N(C)C)ccc21	-15	0.1	1	-8	-7	1	1	1.1	-16	1.1
COCCn1c(SCC(=O)NNC(=O)Cc2ccccc2)nc2ccccc2c1=O	-85	0.7	-34	-3	0	1.3	4	1	5	1
Cc1sc2ncnc(SCC(=O)c3ccc(Cl)s3)c2c1C	0	1.3	46	-2	-7	0.5	-2	1	-4	1.1
CCN(CC)S(=O)(=O)c1cccc(C(=O)N/N=C/c2cc(OC)c(O)c(OC)c2)c1	-8	-1.1	26	-5	3	0.7	-8	1.1	-11	1
CCn1cc([N+](=O)[O-])nc1C	-8	3.3	6	-3	0	0.9	36	1	-11	1
OCCN1CCN(Cc2cccc(Oc3ccc(Cl)cc3)c2)CC1	-8	0.9	3	-6	-3	1	99*	1.1	-4	1
COc1ccc2[nH]cc(C(=O)CNc3nc(C)cs3)c2c1	56*	0.7	5	-5	-8	0.9	6	1.1	-64	1.1
CC(C)(C)NC(=O)NC(=O)COC(=O)C1(C)CC1(Cl)Cl (stereo not given)	-13	-0.5	9	-2	-8	0.9	0	1	13	1.1
O=C(CSc1nnnn1-c1ccc(F)cc1)NC1CCCCC1	-3	-1.6	16	-2	1	0.8	3	1	2	1
CCOCC(=O)N1CCCC(C(=O)OCC)C1 (stereo not given)	-12	0.0	10	-4	-4	0.9	-4	1	10	1
O=C1CC(c2ccccc2)CC(O)=C1C=NCc1ccncc1 (stereo not given)	-6	0.1	2	-6	1	1	-4	1.1	-7	1
C(=N\Nc1nn[nH]n1)/c1ccccc1	-19	0.9	11	-4	-5	0.9	6	1	3	1
CSc1nc2sc3c(c2c(=O)[nH]1)CCC3	-4	1.8	1	0	2	1	-6	1	3	1
Cc1ccc(NC(=S)N2CCN(C)CC2)c(C)c1	-17	0.4	2	0	-1	1	-6	1	8	1
Cc1ccc2c(c1)Oc1ccccc1C=C2C(=O)O	-8	-2.0	4	-6	-5	1	-4	1.1	-4	1.1
CC(C)Oc1cccc(C(=O)C2CCCN(S(C)(=O)=O)C2)c1 (stereo not given)	-4	0.1	0	2	-10	1	-3	1	-4	1.1
CCC(=O)Nc1sc(Cc2ccccc2)c(C)c1C(N)=O	-7	0.4	-2	-2	-6	1	-2	1	19	1.1
CCCCN(CC)CCCNC(=O)CC1Nc2ccccc2NC1=O (stereo not given)	0	3.2	7	-10	-9	0.9	-1	1.1	-10	1.1
